Compound activity (PubChem)
14-3-3g Raf – modulators of human 14-3-3 gamma - Raf peptide interaction; 0.19% of 160,000 active; AID 422; FP, 14-3-3gamma / TMR-pS259-Raf peptide binding; inhibition, % at 40 µM; P61981; in the data active = inhibition above about 30%;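 note: 0% = protein plus tracer without compound and 100% = blank with tracer alone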
Target sequence (P61981 whole entry, looked up): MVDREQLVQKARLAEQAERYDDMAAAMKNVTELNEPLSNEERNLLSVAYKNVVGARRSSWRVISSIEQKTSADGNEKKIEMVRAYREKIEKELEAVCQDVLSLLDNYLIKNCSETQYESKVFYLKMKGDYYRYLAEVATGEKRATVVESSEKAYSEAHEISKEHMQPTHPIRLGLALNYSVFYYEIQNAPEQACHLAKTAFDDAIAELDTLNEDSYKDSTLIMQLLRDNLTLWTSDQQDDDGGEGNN
Numbers without * were called inactive; & = joins results of further samples.

14-3-3g Raf,SMILES
7.0,CCOc1ccccc1NC(=O)C1c2cc(OC)c(OC)cc2C(=O)N2CCc3ccccc3C12 (centres undefined)
-2.0,COc1ccccc1CN(Cc1cc2cc(C)ccc2[nH]c1=O)Cc1nnnn1CC1CCCO1 (centres undefined)
-25.5,COCCNc1c2c(c(C#N)c3nc4ccccc4n13)CCC2
-0.1,O=C(Cc1cc(=O)oc2cc(O)ccc12)NCC1CCC(C(=O)O)CC1 (centres undefined)
0.3,CC1=C(C(N)=O)C(c2cccs2)n2nc(SCc3ccccc3F)nc2N1 (centres undefined)
-12.5,Cc1ccc(NC(=O)C2(N3CCN(c4ccccc4)CC3)CCCCC2)cc1
-1.3&-7.0,COC(=O)c1ccc(NC(=O)C2CCN(S(C)(=O)=O)CC2)cc1
-13.7,Cc1cnc(-c2nnc(N(C)C(=O)c3ccccn3)s2)cn1
3.9,CC1(C)Cc2noc(N)c2C(C)(C)N1OC(=O)c1ccco1
-14.2,O=C(C1CCN(c2nnc(-n3cccc3)s2)CC1)N1CCN(c2cccc(C(F)(F)F)c2)CC1
-12.1,N#Cc1c(N2CCOCC2)nc(-c2ccco2)c2c1CCCC2
7.3,COc1ccc(C(=O)Cc2cc3ccccc3oc2=O)c(OC)c1
-19.2,COc1ccc(CC(=O)Nc2nc3c(s2)C(=O)CC(C)(C)C3)cc1OC
0.1,CC(=O)c1cccc(NC(=O)CCS(=O)(=O)c2cc(Br)cc3c2N(C(=O)C2CC2)CC3)c1
3.6,COc1ccc(OC)c(-c2cc(C(=O)NCc3cccs3)no2)c1
-5.4,Cc1ccc(NC(=O)CCS(=O)(=O)c2ccc(Br)s2)cc1F

Among those listed so far, these contain bromine.
14-3-3g Raf,SMILES
0.1,CC(=O)c1cccc(NC(=O)CCS(=O)(=O)c2cc(Br)cc3c2N(C(=O)C2CC2)CC3)c1
-5.4,Cc1ccc(NC(=O)CCS(=O)(=O)c2ccc(Br)s2)cc1F

The results go on.
14-3-3g Raf,SMILES
-4.8,O=C1NC(c2ccccc2)c2c(-c3ccccc3)n[nH]c21 (centres undefined)
-26.2,O=C(O)c1ccc(NC(=O)C2CC(=O)N(Cc3ccc(Cl)cc3)C(=Nc3ccc(Cl)cc3)S2)cc1 (centres undefined)
-9.1,COc1ccc(NC(=O)Cn2cnc3ccc(S(=O)(=O)N4CCC(C)CC4)cc3c2=O)cc1OC
-28.4,O=C1[C@H]2[C@@H](C(=O)N1c1cc(Cl)cc(Cl)c1)[C@]1(C(=O)Nc3ccccc31)N1CCC[C@@H]21
2.8,Cc1cc(NC(=O)CN2CCN(CCO)CC2)no1
-1.6,CCOc1ccc(-n2c(=O)c3c(C)c(C)sc3n(CC(=O)N(CC)CC)c2=O)cc1
-6.3,CCCCSc1cc(C)nc2ncnn12
0.6,C=C(C)Cn1c(CCCNC(=O)C(C)(C)C)nc2ccccc21
8.7,O=C(O)CCNS(=O)(=O)c1ccc(Br)s1
-1.8,Cc1ccccc1OCC(=O)Nc1ncn[nH]1
-3.6,CC(=O)c1ccc(NC(=O)CCN2C(=O)C3C4CCC(C4)C3C2=O)cc1 (centres undefined)
0.0,CCOC(=O)N1CCN(S(=O)(=O)N(C)C)CC1
4.1,OC(COCc1ccccc1)CN1CCN(c2ccccc2)CC1 (centres undefined)
-7.9,CN1C(=O)c2ccccc2C(C(=O)NCCCN2CCN(Cc3ccccc3)CC2)C1c1cc2ccccc2n1C (centres undefined)
0.4,CSC1=NCCN1C(=O)c1ccc(C)cc1
-29.8,COc1ccc(-c2csc(NC(=O)c3ccc(S(=O)(=O)N4CCCCCC4)cc3)n2)c(OC)c1
-3.8,CC(C)c1ccc(NC(=O)C(c2ccccc2)N2CCOCC2)cc1 (centres undefined)
-2.4,COc1cc(C2/C(=C(\O)c3ccccc3)C(=O)C(=O)N2c2cccc(C(F)(F)F)c2)ccc1O (centres undefined)
-4.9,COC(=O)c1ccc(Sc2ncnc3nc[nH]c23)c([N+](=O)[O-])c1
-11.1,Cc1ccc(-n2nc3cc(N)c(Cl)cc3n2)cc1
-12.5,O=P(c1ccccc1)(c1ccccc1)c1nc(-c2ccc(Cl)cc2)oc1N1CCOCC1
-6.5,CCN(CC)c1cc(C)c2cc(NC(=O)c3cccnc3Cl)ccc2n1
1.9,O=C(Nc1ccc(Br)cc1)C1C2C=CC3(O2)C1C(=O)N(Cc1ccc2c(c1)OCO2)C3C(=O)NC1CCCCC1 (centres undefined)
-10.3,O=C(CSc1nnc(-c2ccncc2)o1)Nc1ccccc1Cl
-8.9,COc1cc(-c2cc(=O)c3ccccc3o2)ccc1O
-2.6,Oc1ccccc1-c1cc(-c2ccco2)[nH]n1
-8.1,CC(C)(C)C1CCc2c(sc(NC(=O)c3cnn4c(C(F)(F)F)cc(-c5ccco5)nc34)c2C#N)C1 (centres undefined)
-2.8,COc1ccccc1NC(=O)c1sc(=S)n(-c2ccccc2C)c1N
-7.3,Cc1nnc(NC(=O)c2cc3ccccc3o2)s1
-9.9,c1ccc2c(c1)ncc1cccn12
-6.5,CCOC(=O)CSc1nc2sc3c(c2c(=O)n1-c1ccc(C)cc1)CC(C(C)C)OC3 (centres undefined)
-5.3,COc1ccc2nc(NC(=O)c3cccc([N+](=O)[O-])c3)sc2c1
-6.7,COc1cccc(OC)c1C(=O)Nc1ccc(NC(=O)c2ccco2)cc1
0.6,CC(C)OCCCNS(=O)(=O)c1cccs1
-8.2,Cc1ccc([N+](=O)[O-])cc1S(=O)(=O)n1ccnc1C
-3.0,Cc1ccc(C2CC(c3cccc(C)c3)n3ncnc3N2)cc1 (centres undefined)
1.6,CC(Sc1nnc2ccccn12)C(=O)Nc1ccc(Cl)cn1 (centres undefined)
-2.6,CCN1CCN(CC(=O)Nc2ccc3c(c2)OCO3)C(=O)C1=O
-3.2,c1cc2c(cc1Oc1nc(N3CCOCC3)nc(N3CCOCC3)n1)OCO2
-52.7,COc1ccc(C2Nc3c(OC)ccc(C)c3C3C=CCC32)cc1[N+](=O)[O-] (centres undefined)
-62.2,COc1ccc(S(=O)(=O)CCC(=O)Nc2ccccc2C(F)(F)F)cc1
-8.9,COc1ccc(NC(=O)Cn2c(=O)n(CC3CCCO3)c(=O)c3ccccc32)cc1 (centres undefined)
-6.3,Cc1onc(-c2ccccc2)c1C(=O)Nc1c(C)n(C)n(-c2ccccc2)c1=O
-21.2,CC(=NC1CCCCC1)C1=C(O)c2ccccc2C1=O
-5.9,CN1C(=O)CC2(CC(=O)N(Cc3ccccc3)C2)C1=O (centres undefined)
-13.7,O=C(COc1ccc(Cl)cc1)Nc1cccc(F)c1
-237.3,CCN(CC)C(=O)c1sc(NC(=O)c2ccc(Br)cc2)c(C#N)c1C
-5.9,Cc1ccc(NC(=O)N2CCC(NC(=O)c3ccccc3C)CC2)cc1
-4.4,Cc1ccc(C(=O)N2CCN(S(=O)(=O)c3ccccc3)CC2)cc1
-5.1,O=C(Oc1ccc(Cl)cc1)c1ccc2nsnc2c1
5.5,Cc1nnc(N2CCN(Cc3ccccc3)CC2)[nH]c1=O
10.6,COc1ccc2nc3oc(C(=O)N(C)c4ccc(Cl)cc4)cc3cc2c1
-13.2,Cc1ccccc1OCC(=O)Nc1ccc2oc(-c3ccccc3Br)nc2c1
-4.1,CCCCN(C)S(=O)(=O)c1cc(C(=O)Nc2ccc(CC)cc2)ccc1F
2.6,O=C(NCc1ccccc1)C1CCN(S(=O)(=O)c2cccnc2)CC1
-2.5,O=C(Oc1ccc(OC(=O)C2C3CCCCC32)cc1)C1C2CCCCC21 (centres undefined)

Next records follow.
14-3-3g Raf,SMILES
0.4,COc1ccc(-n2c(=S)[nH]c3cc(C(=O)NCc4cccnc4)ccc3c2=O)cc1OC
-2.7,CC(=O)c1ccc(N2C(=O)c3cccc([N+](=O)[O-])c3C2=O)cc1
-4.6,Cc1ccc(N2CCCn3c2nc2c3c(=O)n(CCN3CCOCC3)c(=O)n2C)cc1
-8.3,O=C(Nc1ccc(Br)cc1)c1ccc(Cl)c(S(=O)(=O)N2CCCCCC2)c1
-6.4,O=C(CSc1nnc(-c2cccnc2)o1)Nc1ccc(Br)cc1
-14.0,CCCCN(C)C(=O)C1CC(=O)N(c2ccc(OC)cc2)C1c1ccc(OC)cc1 (centres undefined)
-0.9,CCOC(=O)C1=C(C)Nc2nc3ccccc3n2C1c1ccc(Br)cc1 (centres undefined)
-22.6,C=CCn1c(SCC(=C)Br)nc2sc3c(c2c1=O)CCCC3
0.7,CCCNC(=O)Cn1cnc2sc(C(=O)N3CCN(c4ccc(F)cc4)CC3)c(C)c2c1=O
5.9,CCCCN(C)S(=O)(=O)c1ccc(C(=O)N=c2sc3cc([N+](=O)[O-])ccc3n2CC)cc1
-1.6,CN(Cc1ccccc1)S(=O)(=O)c1ccc(Cl)s1
-2.2,Cc1ccc(C)c(N2CCN(C(=O)c3cc4c(=O)oc5ccccc5c4s3)CC2)c1
-25.2,CCCOc1ccc(/C=c2\sc3nc(-c4ccco4)nn3c2=O)cc1OCC
-6.4,c1cn(CCCNc2ncnc3sc4c(c23)CCCC4)cn1
-8.4,CCn1c(SCC(N)=O)nnc1-c1cc2c(C)nn(-c3ccccc3)c2s1
5.7,Cc1cc(C)c(NC(=O)c2cc(S(=O)(=O)NC3CCCCC3C)ccc2F)c(C)c1 (centres undefined)

Looked up by compound from the list above (7):
14-3-3g Raf,SMILES
-8.4,CCn1c(SCC(N)=O)nnc1-c1cc2c(C)nn(-c3ccccc3)c2s1
-6.4,c1cn(CCCNc2ncnc3sc4c(c23)CCCC4)cn1
5.7,Cc1cc(C)c(NC(=O)c2cc(S(=O)(=O)NC3CCCCC3C)ccc2F)c(C)c1 (centres undefined)
0.7,CCCNC(=O)Cn1cnc2sc(C(=O)N3CCN(c4ccc(F)cc4)CC3)c(C)c2c1=O
-25.2,CCCOc1ccc(/C=c2\sc3nc(-c4ccco4)nn3c2=O)cc1OCC
-1.6,CN(Cc1ccccc1)S(=O)(=O)c1ccc(Cl)s1
5.9,CCCCN(C)S(=O)(=O)c1ccc(C(=O)N=c2sc3cc([N+](=O)[O-])ccc3n2CC)cc1

Going on with the list.
14-3-3g Raf,SMILES
1.2,CCCC(=O)n1nc(-c2ccc(OC)cc2)nc1N
0.9,CCOc1ccc(NS(=O)(=O)c2ccc(CN3C(=O)c4ccccc4C3=O)cc2)cc1
4.7,COC(=O)CNC(=O)c1c(-c2ccccc2Cl)noc1C
-14.2&-0.6,CCC(C)NC(=O)CCS(=O)(=O)c1ccc(Br)s1 (centres undefined)
3.5,Cc1cc(C)nc(SCNC(=O)c2ccc(F)cc2)n1
-5.2,CN1CCN(CC(=O)C23CC4CC(CC(C4)C2)C3)CC1
-14.4,CCOc1cc(C2Nc3ccc(Br)cc3-c3nnc(SC)nc3O2)ccc1OC (centres undefined)
3.4,CCSCCOC(=O)C1=C(C)NC2=C(C(=O)CC(C)(C)C2)C1c1ccc(OC)c(Br)c1 (centres undefined)
3.8,COC(=O)COC(=O)c1ccc(Oc2nc(N(C)C)nc(N(C)C)n2)cc1
-11.6&-14.2,Cc1nc2cc(S(=O)(=O)N(C)C)ccc2n1-c1ccccc1
-3.0,O=C(CCN1CCN(CCO)CC1)Nc1ccc2c(c1)OCO2
1.8,Cc1cccc(C)c1OCC(O)CN1C(C)CCCC1C (centres undefined)
-79.6,COCCCNC(=O)c1ccc2c(c1)ncn2-c1cc(Cl)ccc1OC
-12.3,COc1ccccc1CNC(=O)c1cc2c(=O)n3cccc(C)c3nc2s1
-2.2,CCN(CC)C(=O)CSc1nc2ncc(Cl)cc2[nH]1
-10.3,CCn1c(C)c(C(C)=O)c(N2CCN(c3ccccn3)CC2)nc1=S
-8.0,CCc1cc(/C(Cc2ccc3ccccc3n2)=N\O)c(O)cc1O
0.5,COc1cccc(NC(=O)c2ccc(Br)o2)c1
-4.0,CCn1cc(CNC(=O)c2cc(-c3ccccc3)nc3ccc(Br)cc23)cn1
6.0,O=C(c1cn(CC(=O)N2CCCCC2)c2ccccc12)C1CC1
-3.7,Cc1ccc(N(C(C)C(=O)N2CCCCC2)S(C)(=O)=O)cc1C (centres undefined)
-0.8,O=C1C(c2cccc(Br)c2)N(Cc2ccccc2)C(=O)CN1C1CCCCC1 (centres undefined)
-2.1,O=C1C2C3c4ccccc4C(C(=O)O)(c4ccccc43)C2C(=O)N1c1ccccc1 (centres undefined)
-7.1,Clc1ccc(-c2nnc3sc(-c4ccccn4)nn23)cc1
-10.2,OCCN1CCN(c2nc(NCc3ccco3)c3ccccc3n2)CC1
-12.3,CCCCSc1nc2c(c(=O)n1-c1ccc(C)cc1)SCC2
-7.7,Cc1sc2ncn3cnnc3c2c1C
2.3,COC(=O)C1=C(N)Oc2cc(C)n(Cc3cccnc3)c(=O)c2C1c1ccc(OC)c(OC)c1 (centres undefined)
-5.8,CC1(CS(=O)CC2(C)CC2(Cl)Cl)CC1(Cl)Cl (centres undefined)
1.3,CC(C)Nc1ncnc2c1cnn2C
-0.6,CC(=O)c1coc2c(O)c(O)ccc12
-2.1,COc1cc2c(cc1OC)C(COc1cccc(C(F)(F)F)c1)N(C(=O)c1ccc(Br)o1)CC2 (centres undefined)

Grouped by structure: the entries above with a tert-butyl group.
14-3-3g Raf,SMILES
0.6,C=C(C)Cn1c(CCCNC(=O)C(C)(C)C)nc2ccccc21
-8.1,CC(C)(C)C1CCc2c(sc(NC(=O)c3cnn4c(C(F)(F)F)cc(-c5ccco5)nc34)c2C#N)C1 (centres undefined)

(list continues)
14-3-3g Raf,SMILES
-59.1,O=C(CCc1ccccc1)Nc1ccc(S(=O)(=O)N2CCc3ccccc32)cc1
-24.6,CCc1ccc(-n2c(=O)c3c4c(sc3n(Cc3cc(=O)n5ccccc5n3)c2=O)CCCC4)cc1
-8.3,O=C(COC(=O)c1cccc(C(=O)OCC(=O)NC2CCCCC2)n1)NC1CCCCC1
-8.9,c1ccc2c(c1)ccc1c2nc2ccccn21
-22.3,COc1ccc(C(=O)Nc2ccc(Oc3ccc(C)c(C)c3)cc2)cc1OC
-149.3,CCS(=O)(=O)Nc1cccc(C2=NN(S(C)(=O)=O)C(c3ccc(C)cc3)C2)c1 (centres undefined)
-6.3,Cc1ccc(S(=O)(=O)n2cnc3ccccc32)c(C)c1
0.3,COc1ccc(C2CC(c3ccc(Cl)c(Cl)c3)Nc3nc(N)nn32)cc1 (centres undefined)
-12.9,Cc1ccc(C23CC4CC(CC(C(=O)Nc5ccccn5)(C4)C2)C3)cc1
-2.8,CCc1nc(SCC(=O)Nc2cccc(C(F)(F)F)c2)c2c(=O)n(C)c(=O)n(C)c2n1
-3.6,COc1cc2c(cc1OC)C(C(=O)Nc1ccc(C(C)C)cc1)C(c1ccc(SC)cc1)N(C)C2=O (centres undefined)

Only part of the results is shown (hit frequency here may not be typical).
